High-throughput results from PubChem.
HMGR II inh: blocks class II HMG-CoA reductase of Enterococcus faecalis. purified E. faecalis HMGR, NADPH absorbance 340 nm kinetic. AID 1066. 0.41% of 190,000 active. inhibition, % at 10 µM;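 active = inhibition above a set limit, the median over all tested compounds plus 3 SD, cut at about 9.5% in these data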;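 note: enzyme runs in reverse so mevalonate oxidation gives rising NADPH absorbance; 0% = complete reaction with DMSO and 100% = background rate lacking mevalonate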
STAT3 blocker: inhibitors of IL-6 induced STAT3 signaling; U3A cells, IL-6 STAT3-luciferase reporter, luminescence; host cell line lacks STAT1; inhibition, % at 5.5 µM; 0.89% of 190,000 active; AID 862;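 active = inhibition above the mean inhibition across all screened compounds plus 3 SD, cut at about 44% in these data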;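 note: 0% = DMSO only wells and 100% = 100 µM nifuroxazide control wells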
TLR4 MyD88 comp: TLR4-MyD88 interaction inhibition in cells | O00206+Q99836 | 0.18% of 200,000 active | HeLa CL3-4 TLR4/MyD88 BLA complementation, FRET ratio | inhibition, % at 8.4 µM; in the data active = inhibition above about 25%;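 note: 0% = vehicle and 100% = reference inhibitor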
Target sequence (O00206 whole entry, looked up): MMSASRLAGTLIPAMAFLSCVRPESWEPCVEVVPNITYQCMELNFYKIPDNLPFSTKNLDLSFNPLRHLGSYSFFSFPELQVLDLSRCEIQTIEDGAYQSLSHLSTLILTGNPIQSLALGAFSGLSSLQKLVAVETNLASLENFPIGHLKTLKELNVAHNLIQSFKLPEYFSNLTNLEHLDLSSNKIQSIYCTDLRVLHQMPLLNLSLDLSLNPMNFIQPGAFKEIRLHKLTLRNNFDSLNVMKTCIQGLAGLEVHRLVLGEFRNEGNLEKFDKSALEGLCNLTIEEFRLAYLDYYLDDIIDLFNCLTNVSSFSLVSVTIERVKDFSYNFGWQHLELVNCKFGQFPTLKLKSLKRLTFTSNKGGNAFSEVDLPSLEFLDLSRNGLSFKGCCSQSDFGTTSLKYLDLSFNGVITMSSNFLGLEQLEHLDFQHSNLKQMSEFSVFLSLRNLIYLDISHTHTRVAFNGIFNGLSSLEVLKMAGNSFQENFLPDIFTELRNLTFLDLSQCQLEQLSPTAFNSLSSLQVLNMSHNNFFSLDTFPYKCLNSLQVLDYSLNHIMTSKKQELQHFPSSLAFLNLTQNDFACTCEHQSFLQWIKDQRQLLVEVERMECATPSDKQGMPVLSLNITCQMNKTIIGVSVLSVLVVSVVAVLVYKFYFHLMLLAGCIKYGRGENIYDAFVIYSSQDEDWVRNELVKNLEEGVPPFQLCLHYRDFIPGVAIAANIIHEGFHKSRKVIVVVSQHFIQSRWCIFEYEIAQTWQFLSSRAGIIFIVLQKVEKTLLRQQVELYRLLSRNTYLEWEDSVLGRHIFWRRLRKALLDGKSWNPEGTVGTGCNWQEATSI
Target sequence (Q99836 whole entry, looked up): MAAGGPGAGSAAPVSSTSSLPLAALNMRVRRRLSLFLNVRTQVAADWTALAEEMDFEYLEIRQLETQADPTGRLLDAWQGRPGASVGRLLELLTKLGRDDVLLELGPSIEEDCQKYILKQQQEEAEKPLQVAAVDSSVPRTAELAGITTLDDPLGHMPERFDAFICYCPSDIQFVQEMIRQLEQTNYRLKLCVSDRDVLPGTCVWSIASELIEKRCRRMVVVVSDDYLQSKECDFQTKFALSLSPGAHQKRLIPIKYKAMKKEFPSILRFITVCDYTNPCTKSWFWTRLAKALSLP
Hsp70 activator: transcriptional activators of Hsp70 | AID 1203 | 0.04% of 200,000 active | HeLa Hsp70 promoter luciferase reporter, luminescence; scaled: vehicle 0, proteasome-inhibitor control 100% | activation, % at 10 µM;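 active = activation above the mean across all tested compounds plus 3 SD, cutoff set per campaign, cut at about 5.5% in these data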;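 note: 100% = MG132 at 30 µM as the positive control and 0% = DMSO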
STAT1 inh: reduces IFN-gamma driven STAT1 reporter signal; NIH 3T3 STAT1-luciferase reporter, luminescence; inhibition, % at 5.5 µM; 0.35% of 200,000 active; AID 920;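 active = inhibition above a set limit, the mean inhibition across all tested compounds plus 3 SD, cut at about 34% in these data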;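 note: 0% = IFN-gamma with DMSO and 100% = IFN-gamma with 300 µM nifuroxazide; values of inactives mirror those of a sister screen read the other way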
STAT3 act: increases IL-6 driven STAT3 reporter signal; 0.91% of 190,000 active; U3A cells, IL-6 STAT3-luciferase reporter, luminescence; 100% = signal with IL-6 EC80 alone; activation (% of control), % at 5.6 µM; AID 871;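 active = activation above the screen-wide mean of compound activation plus 3 SD, cut at about 130% in these data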;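 note: 0% = background luminescence of wells with medium and substrate only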
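Detection: reporter luminescence signal / Assay system: STAT1-lacking human U3A cells, STAT3 luciferase reporter / Incubation: compound pre-incubation 1 h before IL-6, then 6 h stimulation at 37 °C / Control set: IL-6-only high control / Read-out: % activation relative to IL-6 control / Probe or stimulus: Interleukin-6, 33 ng/mL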
STAT1 act: increases IFN-gamma driven STAT1 reporter signal | AID 932 | activation (% of control), % at 5.5 µM | 2.6% of 200,000 active | NIH 3T3 STAT1-luciferase reporter, luminescence; 100% = IFN-gamma alone, no compound;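 active = activation above the screen-wide mean activation plus 3 SD, cut at about 130% in these data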;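 note: raw ratio to IFN-gamma control signal so 100% means no change and 0% no light; values of inactives mirror those of a sister screen read the other way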
APP 5'UTR act: activates APP 5'UTR luciferase reporter; AID 1276; activation, % at 2 µM; 1% of 190,000 active; SH-SY5Y APP 5'UTR luciferase reporter, luminescence; zero percent = DMSO vehicle wells;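 active = activation above a set limit, based on mean plus 3 SD of controls, cut at about 140% in these data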; note: values of inactives mirror those of a sister screen read the other way
Redox H2O2 prof: compounds producing H2O2 with reducing agent – biochemical, NIH compound library profiling, artefact control for MLSCN library redox annotation, primary screen; activation, % at 10 µM; DTT-dependent redox cycling H2O2, phenol red/HRP absorbance; 100% = 100 µM peroxide control, 0% = buffer; 0.03% of 200,000 active;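 active = activation of at least 50% relative to the plate's high and low controls in the primary single-dose screen; inactive = activation below 50%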;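 note: compound incubated with DTT at 0.8 mM final as the reducing agent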
NF-kB neuron act: NF-kB expression increase, human neuronal cells | NF-kB reporter expression; hits give high values | fold change at 12.5 µM | 1.6% of 190,000 active | AID 1239; in the data active = fold change above about 3.3
An asterisk follows results filed as active; · = no result given. A portion of the library; the hit share may differ from the screen's.

structure	STAT3 blocker	TLR4 MyD88 comp	Hsp70 activator	STAT1 act	NF-kB neuron act	STAT1 inh	Redox H2O2 prof	HMGR II inh	STAT3 act	APP 5'UTR act
O=c1c2ccccc2nc(-c2ccco2)n1-c1ccncc1	9	1	0.0	102	1	-2	1.2	1	97	2
Cc1ccc(-c2nc3ccccc3c(=O)n2-c2ccc(O)cc2)cc1	-3	5	-0.3	92	0.95	7	-0.1	2	104	7
O=c1[nH]c(=O)n(CCC2=CCCCC2)c(O)c1C=NCc1cccnc1	12	5	-0.1	80	1.3	22	0.3	2	93	4
CC(=Nc1c(C)n(C)n(-c2ccccc2)c1=O)c1c(O)n(Cc2ccccc2)c(=O)[nH]c1=O	-57	-9	0.0	104	0.99	-4	2.2	-2	156*	18
COc1ccc(C2SCC(=O)Nc3c2c(C)nn3-c2ccccc2)cc1OC (configuration not stated)	11	8	-0.2	87	1.2	14	2.3	-12	94	8
CCN(CC)P(=O)(NC(=O)C(Cl)(Cl)Cl)N(CC)CC.[Cl-].[Cl-].[Cl-].[Nd+3]	-4	-2	-0.2	100	1.6	0	0.3	2	110	-10
C#CCNc1ccncc1S(=O)(=O)NC(=O)NC(C)C	10	-12	-0.2	97	1.1	4	-0.3	-6	93	-1
CCOP(=S)(OCC)SCC(=O)NC(C(=O)O)C(C)C (configuration not stated)	5	-12	-0.1	96	1.1	5	0.1	-4	100	5
O=C(c1ccc(Cl)cc1)C1CCCN(C2CCSCC2)C1 (configuration not stated)	-3	4	-0.5	110	1.3	-13	0.0	-3	106	-17
CC(C)c1ccc(N2C(=O)NC(=O)/C(=C/c3cnc(-c4ccccc4)nc3)C2=O)cc1	-10	-1	0.1	122	1.1	-24	0.0	1	104	-3
CC/C(=N\Nc1cccc2ccccc12)c1c(O)[nH]c(=O)[nH]c1=O	-10	3	-0.1	97	0.69	4	0.0	-1	114	34
C=CCn1c(O)c(/C=C/C=Nc2ccccc2)c(=O)[nH]c1=O	-2	2	-0.2	96	1.2	4	-0.3	3	104	-12
CCCCn1c(=O)c(C(=O)Nc2ccccc2)c(O)c2ccccc21	-61	1	-0.1	103	1.1	-5	0.5	-3	154*	-20
CCN1CCN(Cc2ccc(C)cc2)CC1	8	0	-0.4	97	1.3	4	-1.2	0	99	-17
OC(Cn1c2ccccc2c2ccccc21)C[n+]1ccccc1 (configuration not stated)	-1	-2	-0.1	104	0.98	-4	-5.5	-2	107	-4
CCOc1cc(C2C(C#N)=C(N)Oc3c2c(=O)oc2ccccc32)ccc1OC(=O)c1cccs1 (configuration not stated)	3	-8	0.1	98	1.1	2	-0.1	-1	100	-8
OC(c1ccncc1)(c1ccc(F)cc1)c1ccc(F)cc1	0	14	-0.4	103	0.94	-3	0.0	7	100	·
COc1ccccc1OCC(=O)N1CCN(Cc2ccc3c(c2)OCO3)CC1	2	-1	-0.2	95	0.86	3	-0.3	-3	101	19
O=C1NC(=S)N(c2ccc(F)cc2)C(=O)/C1=C\c1ccoc1	-22	6	-0.3	105	1.2	-7	-0.1	-2	119	9
COc1ccc2[nH]cc(CCN(C)C)c2c1	1	5	-0.1	91	1.1	10	-1.9	-14	99	8
CCC(=O)N1N=C2C3CCN(CC3)C2C1c1ccc(C)cc1 (configuration not stated)	4	-4	-0.2	99	1.3	2	-0.5	0	96	-7
O=C(c1ccc2c(c1)ncn2C1CCCCCC1)N1CCC2(CC1)OCCO2	13	-9	-0.5	104	1.1	-4	-14	1	94	·
CCNC(=S)N1CCn2cccc2C1c1cccnc1 (configuration not stated)	8	4	-0.2	101	1.3	-2	-0.5	0	99	-8
COc1cccc(-c2nc3ccc(N4CCN(C)CC4)cc3[nH]2)c1	85*	-5	-0.5	41	1.4	63*	-1.7	0	31	107
CCOC(=O)C1=C(N)Oc2cc(C)oc(=O)c2C12C(=O)N1c3c(cccc32)C(C)=CC1(C)C (configuration not stated)	7	-2	-0.2	98	1.1	2	0.7	2	99	-7
CC(C)CCN1CCN(Cc2c(F)cccc2Cl)CC1CCO (configuration not stated)	10	-5	0.1	95	1.2	4	-1.6	-3	93	-8
Cc1nn(Cc2ccc(Cl)cc2Cl)c(Cl)c1C(=O)Nc1ccc(OC(F)F)cc1	-4	-2	0.6	95	0.96	5	0.1	-1	107	-3
O=C(Cc1ccccc1)N1CCN(Cc2ccc([N+](=O)[O-])cc2)CC1	-2	-6	-0.5	90	1.1	11	0.0	-2	100	7
CC(Cc1ccccc1)[n+]1cc(/N=C(\[O-])N(C)C)on1 (configuration not stated)	3	-5	0.3	97	1.2	4	-3.9	1	99	-4
COC(=O)c1cc(C(O)(C(=O)OC)C(F)(F)F)c(/N=C/N(C)C)s1 (configuration not stated)	5	0	0.0	105	1.3	-5	3.6	-6	100	4
COC(=O)C1=CO[C@@H](C)[C@@H]2CN3CC[C@]4(C(=O)Nc5ccccc54)[C@@H]3C[C@H]12	0	8	-0.2	106	0.95	-6	0.6	-3	98	4
CC1(c2ccc(Cl)cc2Cl)OCC(Cn2cncn2)O1 (configuration not stated)	8	-19	0.0	94	·	7	-0.4	-1	98	-3
CCn1c(O)c(/C=N/N2CCOCC2)c(=O)n(CC)c1=S	21	-8	-0.2	99	0.91	2	-0.4	-10	84	2
Cc1ccccc1N1C(=O)CC(=O)N(c2ccccc2C)C1=O	2	-8	-0.2	102	1.1	-3	-0.2	-1	102	-14
Cc1cc2ccccc2c(=O)n1CC(=O)NCC(=O)N1CCC2(CC1)OCCO2	2	-3	0.2	99	1	0	-1.4	-3	101	17
Cc1c(C(=O)O)cccc1-n1c(C)cc(/C=C2\C(=O)NC(=O)N(c3ccc4c(c3)OCO4)C2=O)c1C	2	6	-0.2	104	1.4	-6	-0.2	-5	102	2
O=C(/C=C/C=C/c1ccccc1)CC1(O)C(=O)Nc2ccccc21 (configuration not stated)	-12	-14	1.0	100	1.2	0	-0.7	-3	120	-15
N=Cc1c(O)n(-c2ccc(C34CC5CC(CC(C5)C3)C4)cc2)c(=O)[nH]c1=O	5	-10	-0.2	102	0.82	-2	0.1	0	98	-5
O=C1CCCC2=C1C(c1cccnc1)Nc1ccccc1N2 (configuration not stated)	2	-6	0.1	102	1.5	-2	-0.4	-3	99	-3
Cc1nc2ncnn2c(C)c1CCC(=O)N1CCC2(CC1)OCCO2	-4	2	-0.2	104	1.1	-4	1.4	-4	106	-5
CCCCOC(=O)C1=C(N)OC2=C(C(=O)CCC2)[C@]12C(=O)Nc1ccccc12	4	-6	0.3	99	1	1	1.8	·	100	15
CC(Cc1ccccc1)NC(=O)CN1CCCC1=O (configuration not stated)	1	9	-0.4	107	1	-5	-0.3	0	97	-4
CCC(C)NC(=O)c1c(N)n(CCCOC)c2nc3ccccc3nc12 (configuration not stated)	19	-7	0.1	100	0.51	0	-1.1	-1	89	1
COc1cc2ccc(=O)oc2c2ccoc12	20	-15	-0.4	99	1.3	2	0.5	-3	81	-1
CCC(=NCCCO)c1c(O)n(-c2ccc(OC)cc2)c(=O)[nH]c1=O	1	4	-0.3	102	1	-2	0.1	-5	105	10
CCOc1ccc(N2C(=O)NC(=O)/C(=C/c3cnc(SC)nc3)C2=O)cc1	3	-4	0.0	99	1.1	-1	-1.7	-7	103	-6
Cc1ccc2c(c1)C1CN(C)CCC1N2C(=O)Cn1nnc(-c2ccccc2F)n1 (configuration not stated)	4	3	0.0	82	1.1	20	-1.8	4	104	0
CC1=C(C(=O)O)N2C(=O)[C@@H](NC(=O)CCCC(=O)O)[C@H]2SC1	·	-11	-0.1	105	1.1	-7	0.0	1	·	5
O=c1[nH]c(=O)n(Cc2ccc(F)cc2)c(O)c1C=Nc1ccc(Cl)cc1	-1	9	-0.3	101	1.1	-1	-0.9	-1	106	-6
COc1ccc(-n2c(O)c(C(C)=NCCN3CCNCC3)c(=O)[nH]c2=O)cc1	13	-5	-0.2	92	1.1	9	6.5	0	90	-2
Nc1ccc(N2CCN(Cc3ccccc3Cl)CC2)c(Cl)c1	-9	-4	-0.3	105	1.1	-5	2.1	-2	108	-5
CCc1nc2ccc(Br)cc2c(=O)n1-c1ccccc1C(F)(F)F	-10	-9	-0.3	103	·	-3	0.1	·	114	16
Nc1cc(Cl)c2nonc2c1[N+](=O)[O-]	-2	16	0.4	84	0.13	17	2.0	5	104	-96
COc1ccc(-c2nc3ccccc3c(=O)n2-c2cccnc2)cc1	11	-6	-0.1	100	1.1	0	-8.1	-1	97	5
Cc1ccnc(-n2c(C)cc(/C=C3\C(=O)NC(=S)N(C)C3=O)c2C)c1	4	10	-0.3	96	1.3	5	-0.1	0	96	11
COc1ccc(CCn2c(O)c(C=NCCCN(C)C)c(=O)[nH]c2=O)cc1OC	0	-4	0.0	108	1.2	-9	2.4	-2	103	-9
CC1=CC(C)C(COC(N)=O)(COC(N)=O)C(C)C1 (configuration not stated)	2	-9	0.0	93	1.2	7	0.9	1	103	-8
S=C1CN=C(c2ccccc2)c2cc(Cl)ccc2N1	3	-8	0.1	96	0.91	6	0.8	-6	99	-6
O=P(OCC(F)(F)C(F)F)(N1CCCCC1)N1CCCCC1	-6	6	-0.1	98	1.2	2	1.9	-3	109	9
Cc1ccc(-n2c(O)c(/C=N/NC(=O)c3ccncc3)c(=O)[nH]c2=O)cc1C	-6	-10	-0.3	107	0.9	-8	-0.3	-5	103	-2

(continued)
structure	STAT3 blocker	TLR4 MyD88 comp	Hsp70 activator	STAT1 act	NF-kB neuron act	STAT1 inh	Redox H2O2 prof	HMGR II inh	STAT3 act	APP 5'UTR act
Cc1ccsc1C(=O)C1CCCN(Cc2cc(C(C)C)n[nH]2)C1 (configuration not stated)	-2	5	0.0	96	0.89	2	-0.3	1	104	4
COc1cc2c(cc1OC)[C@@]13CCN4CC5=CCO[C@H]6CC(=O)N2[C@H]1[C@H]6[C@H]5C[C@H]43	2	-5	-0.4	107	1.2	-8	0.0	-6	109	-7
CC(C)Cn1cc(C(=O)N2CCC3(CC2)OCCO3)c2c3ccccc3n(C)c2c1=O	15	-10	-0.4	103	0.61	-3	0.1	1	92	5
N[C@@H](Cc1c[nH]c2ccccc12)c1nnc(SCc2ccc(F)cc2)o1	8	9	-0.1	104	1.2	-5	-0.5	-8	94	6
O=C1NC(=O)N(CCc2ccc(F)cc2)C(=O)/C1=C/c1ccco1	11	14	-0.2	101	0.82	-2	-0.4	-1	100	14
Cc1ccc2c(c1)N(CCC(=O)N1CCC3(CC1)OCCO3)C(=O)C(C)O2 (configuration not stated)	17	6	-0.2	101	1.1	-1	0.2	-3	93	11
